TRPC4 block = TRPC4 (mouse) channel inhibition; HEK293 TRPC4beta/mu-opioid, DAMGO-evoked Fluo4 calcium flux; stronger effect = lower value; B-score at 10 µM; Q9QUQ5; AID 2247; 300,000 tested, 0.39% active;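 active means B-score over 3 SD under the library average, no early fluorescence shift, positive overall ratio signal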
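Signal: kinetic Fluo4 fluorescence imaging of calcium influx. Material: stable TRPC4beta/mu-opioid receptor HEK293 cells. Probe or stimulus: DAMGO in two steps, submaximal then maximal.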
Platelet DG rel = platelet dense granule release activity. human platelet-rich plasma, SFLLRN dense granule ATP release, luminescence. inhibition, %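 (compounds screened at 7.5 µM in platelet-rich plasma)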. 300,000 tested, 0.22% active;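 active means mean replicate score, as percent of positive control, at or above 50; inconclusive means mean below 50 but at least one replicate at or above 50; inactive means mean and every replicate below 50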
HIF activator = HIF pathway transcriptional activation | AID 1910 | 300,000 tested, 0.32% active | U2OS HRE-luciferase reporter, luminescence; normalized: DMSO 0%, desferrioxamine 100% | activation, % at 7.5 µM (by protocol);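 active means mean activation of at least 10% of the iron chelator positive control signal, with at least half of replicates also reaching 10%; inconclusive means mean and replicate majority disagree about reaching 10%; inactive means mean and most replicates under 10%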
TRPC6 activator = activators of mouse TRPC6 channel | B-score at 10 µM | HEK293-TRPC6 membrane potential dye fluorescence; stronger effect = higher value | Q61143 | AID 2550 | 310,000 tested, 0.13% active;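 active means B-score of the integrated fluorescence ratio above library mean plus 3 SD, and starting fluorescence ratio within library mean plus 5 SD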;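 further: higher score means more depolarization so channel activation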
Target sequence (Q61143 whole entry, looked up): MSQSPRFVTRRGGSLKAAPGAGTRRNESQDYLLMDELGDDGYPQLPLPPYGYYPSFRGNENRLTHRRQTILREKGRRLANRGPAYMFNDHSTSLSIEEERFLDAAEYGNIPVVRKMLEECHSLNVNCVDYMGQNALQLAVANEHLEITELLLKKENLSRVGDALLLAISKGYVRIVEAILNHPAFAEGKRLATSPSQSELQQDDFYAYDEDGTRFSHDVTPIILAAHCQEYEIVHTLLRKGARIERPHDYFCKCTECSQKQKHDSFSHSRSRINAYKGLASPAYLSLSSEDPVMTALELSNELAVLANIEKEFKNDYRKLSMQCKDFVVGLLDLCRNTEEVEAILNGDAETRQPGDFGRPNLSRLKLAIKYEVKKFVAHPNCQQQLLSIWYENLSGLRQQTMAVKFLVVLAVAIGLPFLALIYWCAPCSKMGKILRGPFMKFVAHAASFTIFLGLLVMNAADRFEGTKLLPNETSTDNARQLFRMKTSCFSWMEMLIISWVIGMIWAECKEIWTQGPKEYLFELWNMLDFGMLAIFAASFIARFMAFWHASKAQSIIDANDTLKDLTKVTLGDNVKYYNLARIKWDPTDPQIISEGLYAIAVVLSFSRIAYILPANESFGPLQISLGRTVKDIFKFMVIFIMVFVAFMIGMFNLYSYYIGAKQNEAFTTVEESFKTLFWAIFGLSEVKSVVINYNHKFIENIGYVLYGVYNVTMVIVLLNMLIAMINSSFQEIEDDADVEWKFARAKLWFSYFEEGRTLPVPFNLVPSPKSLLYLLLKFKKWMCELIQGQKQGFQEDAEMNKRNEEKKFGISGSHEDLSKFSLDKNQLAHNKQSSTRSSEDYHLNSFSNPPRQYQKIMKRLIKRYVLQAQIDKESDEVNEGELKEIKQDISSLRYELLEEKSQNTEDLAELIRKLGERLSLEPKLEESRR
RGS4 inh = human RGS4 inhibition; P49798; B-score at 10 µM; HEK293 M3R/RGS4 inducible, Fluo-4 calcium flux; stronger effect = higher value; triggered by carbachol at its EC20; 310,000 tested, 0.45% active;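 active means B-score, a plate-corrected calcium signal, over three deviations above library mean, with baseline fluorescence within five deviations of library mean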;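 further: RGS4 expression induced by doxycycline in cells with stable M3 receptor; B-score is computed from the integrated fluorescence ratio over baseline after carbachol; higher B-score means a larger calcium signal and so more RGS4 inhibition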
SKKanGAS inh = SKKanGAS growth inhibition; inhibition, % at 7.5 µM; S. pyogenes SKKanGAS, kanamycin growth, BacTiter-Glo, 6 h; 300,000 tested, 1.3% active; AID 1662;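 active means mean replicate score, as percent of positive control median, at least 50; inconclusive means mean below 50 but one replicate at or above 50; inactive means mean and every replicate below 50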;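 further: strain carries kanamycin resistance gene driven by streptokinase promoter and grows in 40 µg/ml kanamycin; loss of luminescence reflects streptokinase promoter inhibition or plain growth inhibition; 0% = median of DMSO wells and 100% = positive control at its reference dose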
MrgX1 antagonist = human MrgX1 receptor antagonism, primary screen | 310,000 tested, 1.3% active | MRGX1-HEK293 calcium flux, Fluo-4, BAM8-22 antagonism; stronger effect = lower value | B-score at 10 µM;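 active means calcium-response B-score plate-corrected more than 3 library SD below zero, starting fluorescence within 5 deviations, no agonist response on first addition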;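 further: peak minus trough fluorescence over baseline after final BAM8-22 challenge near maximal dose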
MrgX1 PAM = human MrgX1 positive allosteric modulation, primary screen; MrgX1-HEK293, Fluo-4 calcium flux, FDSS; stronger effect = higher value; B-score at 10 µM; 310,000 tested, 0.63% active; AID 588675;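 active means plate-corrected calcium response at least 3 library SD above typical, normal starting fluorescence, not activating the receptor alone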;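 further: compound read alongside a low EC10 to EC30 dose of BAM8-22 agonist; peak minus trough fluorescence over baseline measured at the second addition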
TRPC6 inhibitor = mouse TRPC6 channel inhibition | Q61143 | HEK293-TRPC6, membrane potential dye, ACh-evoked depolarization; stronger effect = lower value | B-score at 10 µM | 310,000 tested, 1.1% active | AID 2553;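 active means B-score under library mean minus 3 SD, initial fluorescence not abnormally high, positive integrated signal ratio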;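 further: B-score derived from integrated fluorescence ratio over the kinetic read; more negative B-score means stronger inhibition of depolarization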
RGS4 act = RGS4 potentiation or activation; HEK293 M3R/inducible RGS4, carbachol calcium flux Fluo4; stronger effect = lower value; B-score at 10 µM; 310,000 tested, 0.92% active;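 active means B-score of the integrated calcium signal more than 4 SD below the library mean, with starting fluorescence not abnormally high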;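 further: negative B-score means reduced calcium response which marks RGS4 activation or potentiation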
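Also added: carbachol at ECmax as muscarinic agonist stimulus; Assay system: HEK293 cells with stable M3R and inducible RGS4; Timing: overnight RGS4 induction, 30 min dye load 37 °C, 20 min compound RT; Measured by: Fluo4-AM (2 µM) calcium-flux fluorescence, kinetic read.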
MrgX1 agonist = agonists of human MrgX1 receptor | Q96LB2 | MrgX1-HEK293 cells, Fluo-4 calcium fluorescence, agonist mode; stronger effect = higher value | B-score at 10 µM | 310,000 tested, 0.44% active;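 active means calcium response B-score plate-corrected fluorescence ratio at least 3 library SD, with starting fluorescence B-score inside 5 SD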
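Test system: HEK293 cells stably expressing human MrgX1 receptor; amount: 15,000 cells per well; doses: compound delivered in addition one of three; times: overnight plating before 1 h dye loading; detection: Fluo-4 NW calcium-flux fluorescence, kinetic read; read-out basis: B-scored fluorescence response ratio; controls: positive and negative controls per plate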
Active calls of the source: *; i = inactive; ? = inconclusive; . = no result given.

Order of results – Platelet DG rel, TRPC4 block, TRPC6 inhibitor, RGS4 act, RGS4 inh, HIF activator, SKKanGAS inh, MrgX1 agonist, TRPC6 activator, MrgX1 antagonist, MrgX1 PAM
Cc1ccc(N/N=C2\COC(C)(C)CC2=O)cc1
  2, i, i, i, i, 2.0, 2, i, i, i, i
Cc1nc(OCC(=O)c2ccc(Cl)cc2)c(C#N)c2c1COC(C)(C)C2
  3, i, i, i, i, 0.0, -9, i, i, i, i
O=C(Nc1cnc2sccn2c1=O)c1ccc(Cl)cc1Cl
  -8, i, i, i, i, 2.3, -8, i, i, i, i
Cc1[nH]n(C)c(=O)c1[N+](=O)[O-]
  9, i, i, i, i, 0.6, ., i, i, i, i
COc1cccc(C2CCCN2Cc2nc(CCC(C)C)no2)c1 (stereo not drawn)
  -15, i, i, i, i, 0.6, -3, i, i, i, i
Cc1cc(=O)[nH]c2c1c(C)nn2C1CCOC(C)(C)C1 (stereo not drawn)
  -10, i, i, i, i, ., 7, i, i, i, i
CCOC(=O)c1c(NC(=O)CSc2nnnn2C)sc(C)c1-c1ccc(C)cc1
  13, i, i, i, i, -0.3, 4, i, i, i, i
CC1C(=O)C(C)C(c2cccs2)NC1c1cccs1 (stereo not drawn)
  6, i, i, i, i, 0.2, 4, i, i, i, i
CSc1cccc(NC(=S)N2CCCN(Cc3cccc(Cl)c3)C2)c1
  1, i, i, i, i, 0.0, 13, i, i, i, i
CCCN(CC(=O)Nc1ccc(C)cc1Br)CC(=O)Nc1ccc(F)c(F)c1F
  0, i, i, i, i, 1.0, 7, i, i, i, i
Cc1cc(C)n2cc(CSC3=NCCS3)nc2n1
  -1, i, i, i, i, -0.5, 6, i, i, i, i
O=c1c2ccccc2nc(/C=C/c2cccnc2)n1CCc1ccccc1
  9, i, i, -9.7*, i, -0.4, 1, i, i, i, i
COC(=O)C1CSC(C(=O)OC)N1C(=O)Nc1ccc(Cl)cc1 (stereo not drawn)
  1, i, i, i, i, 0.6, 4, i, i, i, i
COc1ccc(CNC(=O)c2ccc(NC(=O)CC3SC(N4CCCCC4)=NC3=O)cc2)cc1 (stereo not drawn)
  0, i, i, i, i, 0.6, 4, i, i, i, i
CCN(CC)c1ccc(C(=O)OCC(=O)NCC2CCCO2)cc1 (stereo not drawn)
  -6, i, i, i, i, 0.2, -1, i, i, i, i
COc1ccc(CN(C)C(=O)c2cc(-c3ccc(OC)c(OC)c3)nc3ccccc23)c(OC)c1
  -12, i, i, -9*, i, -0.2, 9, i, i, i, i
O=C(Nc1ccc2c(c1)OCCO2)C1c2ccccc2C(=O)N2CCc3ccccc3C12 (stereo not drawn)
  -8, i, i, i, i, -0.2, 0, i, i, i, i
COC(=O)c1ccc(N2C(=O)c3cc(N4CCOCC4)c([N+](=O)[O-])cc3C2=O)cc1
  -8, i, i, i, i, -1.2, -7, i, i, i, i
CCOC(=O)CSc1nc2c(sc(=S)n2-c2ccccc2)c(=O)[nH]1
  8, i, i, i, i, -2.8, -4, i, i, i, i
Cc1cccc(-n2c(-c3csc(C)c3C)n[nH]c2=S)c1
  7, i, i, i, i, 0.2, -8, i, i, i, i
Cc1ccc(C(=O)CSc2nnc(COc3cccc(C)c3)o2)cc1
  5, i, i, i, i, -0.8, -6, i, i, i, i
O=C(NC1CCCC1)C1CCCN(S(=O)(=O)c2ccc(F)cc2)C1 (stereo not drawn)
  -4, i, i, i, i, -0.4, 0, i, i, i, i
Cc1ccc(-c2nn(CCC(=O)NN3CCOCC3)c(=O)c3ccccc23)cc1
  -11, i, i, i, i, -0.8, -8, i, i, i, i
CC(=O)Nc1cccc(NC(=O)C2CCCN2C(=O)Nc2ccc(Cl)cc2)c1 (stereo not drawn)
  4, i, i, i, i, -0.4, 0, i, i, i, i
CCc1ccc(Nc2n[n+](-c3ccccc3)c(-c3c(Cl)cccc3Cl)s2)cc1
  0, i, i, i, i, 3.4, 88*, i, i, i, i
CN(C)c1ccc(CN2CCCCC2)cc1
  -5, i, i, i, i, -0.2, -10, i, i, i, i
Cc1ccc(OCCC(=O)OC(C)C(=O)Nc2c(C)n(C)n(-c3ccccc3)c2=O)cc1 (stereo not drawn)
  -1, i, i, i, i, -0.3, 1, i, i, i, i
Cc1ccc(/C=C/c2nnc(-c3cccc(C)c3)o2)cc1
  -10, i, i, i, i, 2.3, -8, i, i, i, i
CCCNNC(=O)C(O)(c1ccccc1)c1ccccc1
  -2, i, i, i, i, -0.5, 3, i, i, i, i
O=C(CSc1nnc2ncccn12)N1CCCCCC1
  0, i, i, i, i, 0.1, 2, i, i, i, i
CC(C)CN=C(NS(=O)(=O)c1ccccc1)C(Cl)(Cl)Cl
  -8, i, i, i, i, -0.9, -4, i, i, i, i
Cc1cc(=O)oc2cc(OCc3ccc(S(=O)(=O)N4CCOCC4)cc3)ccc12
  12, i, i, i, i, 0.1, 7, i, i, i, i
COc1cnc(N(C)C)nc1Sc1ccc(Cl)cc1
  1, i, i, i, i, 1.0, 18, i, i, i, i
Cc1ccc(S(=O)(=O)N2CCN=C2SC(C)c2ccccc2)cc1 (stereo not drawn)
  -8, i, i, i, i, 0.0, 11, i, i, i, i
O=C(CCNS(=O)(=O)c1ccc2c(c1)CCC(=O)N2)NCc1ccc2c(c1)OCO2
  -5, i, i, i, i, 0.3, -5, i, i, i, i
COc1ccc(CCNC(=O)C2CCN(S(=O)(=O)c3ccc(NC(C)=O)cc3)CC2)cc1OC
  0, i, i, i, i, -0.1, -1, i, i, i, i
CCCCOc1ccc(C(=O)NCCc2ccccc2)cc1
  10, i, i, i, i, 0.0, 6, i, i, i, i
CC(C)(C)c1ccc(CCC2OCC(CN3CCOCC3)O2)cc1 (stereo not drawn)
  1, i, i, i, i, -0.1, 3, i, i, i, i
O=C(CN1CCCCCC1)Nc1ccc(Cl)cc1F
  -4, i, i, i, i, 0.0, -3, i, i, i, i
CCC(C(=O)NC1CCCCC1)n1c2ccccc2c2nc(=O)cc(C)n21 (stereo not drawn)
  4, i, i, i, i, 2.2, 8, i, i, i, i
COc1ccc(Sc2ccccc2CN(C)C)cc1OC
  21, i, i, i, i, -0.1, 0, i, i, i, i
Cc1cc(NC(=O)Nc2cccc(Cl)c2)n(-c2ccccc2)n1
  -21, i, i, i, i, 0.6, -16, i, i, i, i
COc1ccc(NC(=O)NNC(=O)COc2cc(C)c(Cl)c(C)c2)c(OC)c1
  -14, i, i, i, i, -0.2, 0, i, i, i, i
COC(=O)c1cc(-c2cccs2)nn1-c1ccccc1
  1, i, i, i, i, 0.5, 7, i, i, i, i
c1ccc(Oc2ccc3ccccc3n2)cc1
  -5, i, i, i, i, 1.6, -13, i, i, i, i
Cc1c(NC(=O)CSc2ncnc3c2cnn3-c2ccccc2)c(=O)n(-c2ccccc2)n1C
  -7, i, i, i, i, 0.4, 1, i, i, i, i
O=C(Oc1ccc(-c2nc(-c3ccccn3)no2)cc1)c1ccccc1
  83*, i, i, i, i, -0.4, ?, i, i, i, i
NC(=S)Nc1cccc2cn[nH]c12
  -1, i, i, i, i, -0.8, 0, i, i, i, i
CCN(CC)C(=O)c1sc2[nH]c(=S)n(-c3ccccc3)c(=O)c2c1C
  -2, i, i, i, i, -0.4, 2, i, i, i, i
O=C(c1cccc(F)c1)N1CCN(C(=O)C2CC2)CC1
  1, i, i, i, i, 0.3, -6, i, i, i, i
C/C(=N\Nc1cc(C)nc(NCc2ccccc2)n1)c1ccc([N+](=O)[O-])cc1
  1, i, i, i, i, -0.8, 13, i, i, i, i
CCc1nc(SCC(=O)Nc2c(C)n(C)n(-c3ccccc3)c2=O)n[nH]1
  ., i, i, i, i, ., ., i, i, i, i
CN(C)C(=O)COc1ccc(Br)cc1
  3, i, i, i, i, 0.0, -2, i, i, i, i
CCOC(=O)N/N=C/c1ccc(N2CCOCC2)s1
  -4, i, i, i, i, 1.5, -9, i, i, i, i
COc1ccc(CCNC(=O)CC(C)S(=O)(=O)c2ccc3c(c2)NC(=O)CO3)cc1OC (stereo not drawn)
  -8, i, i, i, i, 0.2, -2, i, i, i, i
Cc1ccc(NC(=O)C(c2ccccc2)c2ccccc2)nc1
  -3, i, i, i, i, 0.1, 0, i, i, i, i
COc1ccc(/C=C2\SC(=S)N(CCC(=O)NC3=NCCS3)C2=O)cc1OC
  24, i, i, i, i, -0.9, -2, i, i, i, i
CN(CC(=O)NCc1ccncc1)S(=O)(=O)c1ccc(F)cc1
  2, i, i, i, i, 0.0, 3, i, i, i, i
COc1ccc2nc(Nc3ccccc3OC)sc2c1
  22, i, i, i, i, -0.3, 4, i, i, i, i
Cc1nc([N+](=O)[O-])cn1CC(O)c1ccc(F)cc1 (stereo not drawn)
  -21, i, i, i, i, 0.2, -3, i, i, i, i

(cont.)
Order of results – Platelet DG rel, TRPC4 block, TRPC6 inhibitor, RGS4 act, RGS4 inh, HIF activator, SKKanGAS inh, MrgX1 agonist, TRPC6 activator, MrgX1 antagonist, MrgX1 PAM
COc1ccccc1CCNC(=O)C(=O)NCC1OCCN1S(=O)(=O)c1ccc(F)cc1 (stereo not drawn)
  -7, i, i, i, i, -0.2, -7, i, i, i, i
COc1ccc(C(=O)N2CCN(c3ccc(C)c(C)c3)CC2)cc1OC
  6, i, i, i, i, 0.4, -10, i, i, i, i
COc1ccc(CC(=O)NC2CCSc3ccccc32)cc1OC (stereo not drawn)
  12, i, i, i, i, 0.1, -3, i, i, i, i
Cc1sc2nc(C3CC3)nc(NCCNS(=O)(=O)c3ccccc3)c2c1C
  6, i, i, i, i, -0.3, 7, i, i, i, i
COc1c(N2CCNC(C)C2)c(F)cc2c(=O)c(C(=O)O)cn(C3CC3)c12 (stereo not drawn)
  -2, i, i, i, i, 0.1, 105*, i, i, i, i

Assay outcomes as filed in PubChem.

Rows are unselected; overall some 6.1% were active at least once.
